GCN5L2 inh = qHTS Assay for Inhibitors of GCN5L2 | Histone acetyltransferase KAT2A (Homo sapiens), Q92830 | GCN5L2 HAT assay, ThioGlo1 CoA-SH fluorescence | Potency, µM (titrated, usually from 58.9 µM), inactives show at the top dose activity change, negative = inhibition, hits mostly inhibitors | actives 0.21% (n = 390,000)
Target sequence (Q92830 whole entry, looked up): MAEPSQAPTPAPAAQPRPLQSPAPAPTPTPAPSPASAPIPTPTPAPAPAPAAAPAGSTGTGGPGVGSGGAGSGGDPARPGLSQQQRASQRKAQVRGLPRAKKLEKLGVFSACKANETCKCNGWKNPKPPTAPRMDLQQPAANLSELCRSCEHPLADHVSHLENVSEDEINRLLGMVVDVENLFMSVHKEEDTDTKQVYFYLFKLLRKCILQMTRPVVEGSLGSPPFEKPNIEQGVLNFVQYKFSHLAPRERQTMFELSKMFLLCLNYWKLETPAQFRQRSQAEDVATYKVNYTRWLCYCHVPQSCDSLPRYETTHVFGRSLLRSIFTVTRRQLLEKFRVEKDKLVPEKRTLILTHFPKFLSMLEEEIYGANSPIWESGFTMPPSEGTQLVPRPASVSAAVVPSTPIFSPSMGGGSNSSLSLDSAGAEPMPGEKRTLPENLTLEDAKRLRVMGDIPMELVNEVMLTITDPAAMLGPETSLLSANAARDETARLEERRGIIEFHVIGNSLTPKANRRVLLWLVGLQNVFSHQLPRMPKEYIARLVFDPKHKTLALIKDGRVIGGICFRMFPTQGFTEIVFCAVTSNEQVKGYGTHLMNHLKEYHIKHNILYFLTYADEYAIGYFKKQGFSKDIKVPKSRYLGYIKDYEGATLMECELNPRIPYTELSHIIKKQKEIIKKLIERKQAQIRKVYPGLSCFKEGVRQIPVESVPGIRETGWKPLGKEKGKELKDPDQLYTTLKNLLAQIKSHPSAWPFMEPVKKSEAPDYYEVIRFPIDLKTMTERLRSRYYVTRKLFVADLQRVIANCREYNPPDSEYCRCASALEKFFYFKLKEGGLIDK
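ThioGlo1-coupled HAT assay: 20nM GCN5L2, 70uM acetyl-CoA, 75uM H3(1-25) peptide, pH 7.5. Fluorescence read at 340/540nm at start and after 20 min at room temperature.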
DT40 TDP1 CPT = qHTS for Inhibitors of human tyrosyl-DNA phosphodiesterase 1 (TDP1): qHTS in cells in presence of CPT; Potency, µM (titrated, usually from 46.2 µM), inactives show at the highest dose activity change, negative = growth inhibition, actives largely listed as inhibitors; chicken DT40 Tdp1-/-;hTDP1 cells + 20 nM CPT, ATP luminescence, 48 h; actives 12% (n = 420,000); note: nearly all actives have a fitted effect of over 55% in size
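Cell growth measured by CellTiter-Glo luminescence after a minimum 48 h, 37 C compound exposure with 20 nM CPT in Tdp1-knockout DT40 cells stably expressing hTDP1, seeded 400/well; qHTS titration format.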
FEN1 inh = qHTS Assay for the Inhibitors of Human Flap endonuclease 1 (FEN1) | P39748 | Recombinant FEN1 flap cleavage, fluorescence, 15 min | Potency, µM (series often up to 114 µM), inactives show at the top dose activity change, negative = inhibition, hits mostly inhibitors | actives 0.35% (n = 390,000) | AID 588795, 2011; note: nearly all actives have a fitted effect of over 65% in size
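Quantitative HTS format: each compound was titrated, incubated with 10 nM nuclease for 15 min at room temperature, then challenged with flap substrate at 50 nM final. Signal change over 15 min gave concentration–effect curves.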
The depositor's hits bear a star; ? = inconclusive; nt = not tested or not shown; & = joins results of further samples; [ ] = remark or other dose. Calls come from the whole dose curve; as a rule, active = well fitted curve in the direction sought with a large enough effect; inconclusive = small, poorly fitted or top-dose-only effect, or another doubt; inactive = no such curve, though single readings can be large; an effect the other way counts as inactive or inconclusive. % is set by controls: 0 for no effect and ±100 for the full control effect; potency is the fitted concentration of half-maximal effect. Some of the compounds tested, so the mix of outcomes need not match the whole.

Each structure is followed by: GCN5L2 inh | DT40 TDP1 CPT | FEN1 inh
- CCOc1ccc(C(=O)NCC(=O)NCCOc2ccc(C)cc2)cc1
 : -9.2% | -6.3% | 1.3%
- Cc1cc(C)c2c(n1)SCC(=O)N2CC(=O)Nc1cccc(C)c1C
 : -1.8% | ? | -2.9%
- COc1ccc(S(=O)(=O)N2CCCCCC2)cc1C(=O)NCCc1ccccc1
 : -4.8% | ? | -18.1%
- COC(=O)c1c(-c2cccc3ccccc23)csc1NC(=O)Cc1ccc(OC)c(OC)c1
 : -3.9%[0.501 µM] | 25.9µM* | -1.2%
- COc1ccc(-c2cc(C(=O)OCC(=O)c3ccc(C)cc3)c3cccc(Cl)c3n2)cc1
 : -8.3% | ? | -15.1%
- c1ccc2c(NC3CC3)nc(-c3ccoc3)nc2c1
 : -17.3% | ? | nt
- O=C1N=NC(=O)N1c1ccccc1
 : -1.9% | 13.3% | 4.4%
- COCCNC(=O)c1nn(-c2ccc(C)cc2)c(=O)n(C)c1=O
 : 2.3% | -7.5% | -9.1%
- O=C(NC1CCCCC1)c1ccc(CS(=O)(=O)Cc2ccccc2F)o1
 : -4.2% | ? | 1.6%
- CC1=Nc2ccccc2/C1=C(/C)c1c(C)[nH]c2ccccc12
 : nt | -2.1% | -13.8%

Each structure is followed by: GCN5L2 inh | DT40 TDP1 CPT | FEN1 inh
- CC(C(=O)Nc1cccc([N+](=O)[O-])c1)N1CCN(C/C=C/c2ccccc2)CC1 (stereo unspecified)
 : -1.2% | ? | -2.8%
- O=C1NCCN/C1=C\C(=O)c1cccc(Br)c1
 : -1.1% | -20.6% | -10.7%
- CCC1=C[C@@H]2CN(C1)Cc1c([nH]c3ccccc13)[C@@](C(=O)OC)(c1cc3c(cc1OC)N(C)[C@H]1[C@@](O)(C(=O)OC)[C@H](OC(C)=O)[C@]4(CC)C=CCN5CC[C@]31[C@@H]54)C2
 : 32.0%[activator] | 0.0596µM* | -25.9%
- CCN(C(=S)NC(=O)Cc1ccc(OC)cc1)c1ccccc1
 : nt | -22.5% | -10.8%
- CN(C(=O)COC(=O)c1nc(-c2ccccc2)n(-c2ccccc2)n1)C1CCS(=O)(=O)C1 (stereo unspecified)
 : 1.5% | 3.2% | 5.0%
- COc1ccc(OC)c(NC(=O)Nc2cccc3ccccc23)c1
 : -1.5% | -18.9% | 2.1%
- Nc1[nH]c(N=NC(=O)c2ccc(F)cc2)c2ccccc12
 : 1.5% | 1.4% | -4.7%
- CCc1c(C)nc2[nH]ncn2c1=O
 : nt | 0.3% | -1.7%
- Cc1onc(-c2ccccc2)c1C(=O)OCCOc1ccc([N+](=O)[O-])cc1[N+](=O)[O-]
 : -7.9% | ? | -2.8%
- CCC(=O)N1CCc2cc(Br)cc(S(=O)(=O)CCC(=O)Nc3cccc(Cl)c3)c21
 : -3.1% | ? | 21.5%

Each structure is followed by: GCN5L2 inh | DT40 TDP1 CPT | FEN1 inh
- COc1ccc(NC(=O)/C(=C\c2ccc(OC)c(OC)c2)NC(=O)c2ccco2)cc1
 : 2.2% | 15.5% | -7.2%
- COc1ccc2cc(C(=O)N(C)Cc3ccccc3)[nH]c2c1
 : 1.1% | -16.0% | 2.9%
- CCOc1cc(-c2c(C)c(CC)nc(N)c2C#N)ccc1O
 : -5.2% | -14.6% | 1.9%
- O=C(NCCc1ccccc1)C1CCC(CNc2nc(=S)[nH]c3ccccc23)CC1 (stereo unspecified)
 : -1.4% | ? | 1.4%
- CCc1nn(CC(=O)N2CCN(c3ccc(F)cc3)CC2)c(=O)c2cc3occc3n12
 : -6.0% | -27.7% | 2.5%
- O=C(Nn1c(C2CCCCC2)nc2ccccc2c1=O)c1cc(Cl)ccc1[N+](=O)[O-]
 : -1.4% | 6.8% | 5.2%
- Cc1ccc(Cn2nc3c4cc(F)ccc4n(Cc4ccc(F)cc4)cc-3c2=O)cc1
 : 0.6% | 6.7% | -0.8%
- O=C(Cn1nc2c(cc1=O)CCCC2)Nc1ccccc1C(F)(F)F
 : 6.5% | 0.8% | -2.9%
- COc1cc(-c2nnc(SCc3ccccc3Cl)o2)cc(OC)c1OC
 : -10.7% | ? | -18.4%
- CCOC(=O)c1ccc(NC(=O)c2cccc(S(=O)(=O)N3CCOCC3)c2)cc1
 : -3.7% | ? | -12.2%

Each structure is followed by: GCN5L2 inh | DT40 TDP1 CPT | FEN1 inh
- O=C(c1cccs1)N(Cc1cccnc1)c1nc2c(F)cc(F)cc2s1
 : -0.1% | ? | -0.4%
- Cc1ccc(CSC2=NCCN2C(=O)C2CC2)cc1
 : 1.1% | -20.9% | -2.4%
- CCC(=O)N1CCc2cc(Br)cc(S(=O)(=O)N3CCN(c4cc(C)ccc4C)CC3)c21
 : 2.9% | 14.8% | -1.3%
- CCCCN(C(=S)NC(=O)c1ccccc1)c1c(N)n(Cc2ccccc2)c(=O)[nH]c1=O
 : ? | -1.8% | -10.2%
- CC(=O)Nc1ccc(S(=O)(=O)N2CCC(Oc3ccc(-n4cnnn4)cc3)CC2)cc1
 : -19.7%&-5.8% | ? | 15.3%&3.5%
- Cc1ccc(S(=O)(=O)N(CC(=O)N2CCC(C)CC2)Cc2ccccc2F)cc1
 : -13.2% | ? | -16.7%
- CCCNC(=O)NC(=O)CN1C(=O)NC(C)(c2ccc3ccccc3c2)C1=O (stereo unspecified)
 : -6.4% | -9.6% | -7.2%
- COc1ccc(S(=O)(=O)N2CCc3ccccc32)cc1C(=O)NC1(C)CCS(=O)(=O)C1 (stereo unspecified)
 : -0.2% | -12.4% | -15.6%
- COc1ccc(/C=N/NC(=O)CCCOc2ccc(Cl)cc2Cl)cc1
 : -10.1% | 1.3% | -16.7%
- CCCn1c(N)c(N(CCOC)C(=O)c2ccc(C#N)cc2)c(=O)[nH]c1=O
 : -1.3% | 1.5% | 3.1%

Each structure is followed by: GCN5L2 inh | DT40 TDP1 CPT | FEN1 inh
- COC(=O)c1ccc(/C=C/C(=O)O)cc1
 : -1.9% | -0.6% | -4.2%
- Cc1ccc2[nH]c(=O)c(C(c3nnnn3C3CCCC3)N3CCCc4ccccc43)cc2c1 (stereo unspecified)
 : -9.3% | ? | -22.6%
- O=C(COc1ccc(S(=O)(=O)N2CCCCC2)cc1)NCc1ccccn1
 : 13.6% | -13.7% | -2.2%
- Nc1nnnn1/N=C/c1ccccc1O
 : nt | -0.5% | -2.6%
- CC[n+]1cc(-c2ccccc2)nc(N2CCOCC2)n1
 : -2.5% | ? | 2.9%
- CCOc1c(Br)cc(/C=C(\C#N)C(=O)NC2CC2)cc1OC
 : ? | ? | -1.4%
- O=P(c1ccccc1)(c1ccccc1)c1cc(S(=O)(=O)O)ccc1O
 : ? | -1.5% | 1.4%
- CN(CC(=O)Nc1c(Cl)cccc1Cl)C(=O)CNC(=O)C1CCCCC1
 : -5.4% | -1.7% | -0.9%
- CC1C(c2ccccc2)=[N+]([O-])C2(CCCCC2)N1O (stereo unspecified)
 : 1.7% | -15.5% | -7.8%
- COc1ccc([N+](=O)[O-])cc1NC(=O)CSCc1cc(C)cc(C)c1
 : -4.7% | ? | 0.7%

Each structure is followed by: GCN5L2 inh | DT40 TDP1 CPT | FEN1 inh
- O=C(/C=C/c1ccco1)Nc1ccccc1N1CCOCC1
 : 1.1% | ? | 0.1%
- C/C(=C\c1ccc(F)cc1)C(=O)c1c(C)cc(C)[nH]c1=O
 : -0.7% | -9.1% | 15.5%
- CC(=O)c1ccc(N2CCN(c3ncccn3)CC2)cc1
 : -2.8% | -2.5% | 7.7%
- C=CCNC(=O)C(=O)NCC(c1ccc2c(c1)OCO2)N1CCN(c2ccc(F)cc2)CC1 (stereo unspecified)
 : -9.2% | 16.4µM* | 13.9%
- O=C(CCN1CCOCC1)N1c2ccccc2Sc2ccc(Cl)cc21
 : 9.4% | ? | -0.5%
- CCOc1ccc(C2C(C(=O)Nc3ccccc3OC)=C(C)Nc3c(C(=O)Nc4cccc(C)c4)cnn32)cc1 (stereo unspecified)
 : 1.1% | ? | -5.4%
- CCOC(=O)N1CCC(N2C(=O)c3ccc(C(=O)NCCOC)cc3C2=O)CC1
 : -8.2% | -1.9% | -0.5%
- Nc1[nH]n2c(=O)c3c(nc2c1N=Nc1ccc(Cl)cc1)CCCC3
 : 25.1% | ? | 2.3%
- CCOC(=O)CN1C(=O)C(O)(CC(=O)c2ccccn2)c2ccccc21 (stereo unspecified)
 : 1.7% | 5.8µM* | 3.9%
- CN(C)Cc1ccccc1CCc1ccccc1
 : nt | 4.4% | 5.7%

Each structure is followed by: GCN5L2 inh | DT40 TDP1 CPT | FEN1 inh
- C=CCn1c(=O)c2c(nc3n2CCS3)n(C)c1=O
 : -0.2% | 2.5% | -4.9%
- O=c1sc2ccccc2n1Cc1ccccc1
 : -4.2% | -4.7% | -12.4%
- CCc1c(C)nc(SCc2cccnc2)[nH]c1=O
 : -3.5% | 3.6% | -4.4%
- CCSc1nnc2n1C(C)(C)Cc1ccccc1-2
 : -0.6% | -1.8% | 0.6%
- CC1=CC(C)C2C(=O)N(c3ccccc3)NC(=O)C2C1 (stereo unspecified)
 : 0.7% | 3.9% | 3.8%
- CCOC(=O)C1=C(CN(C)Cc2ccccc2)NC(=O)NC1c1ccc(OC)cc1 (stereo unspecified)
 : -5.5% | ? | -20.1%
- COCCN(CCOC)C(=S)Nc1ccccc1
 : -10.3% | 4.8% | 3.7%
- CN(CC(=O)Nc1ccccc1C(F)(F)F)C(=O)c1cc(-c2cccs2)nn1-c1ccccc1
 : 0.8% | 12.3% | -19.2%
- Nc1nccc(SCc2ccccc2)n1
 : nt | 8.2% | 3.0%
- Cc1ccc(N2CCN(S(=O)(=O)c3nnc(NC(=O)c4ccco4)s3)CC2)cc1
 : -16.2% | -2.0% | 14.5%

Each structure is followed by: GCN5L2 inh | DT40 TDP1 CPT | FEN1 inh
- Nc1nc(SCC(=O)O)[nH]c(=O)c1NC(=O)c1ccccc1F
 : -3.6% | 24.1% | -1.2%
- COc1cccc(NS(=O)(=O)c2cc3[nH]c(=O)c(=O)[nH]c3cc2C)c1
 : -2.6% | 0.3% | -11.4%
- COc1ccc(N=C(C)C2=C(O)c3ccccc3C2=O)cc1
 : -1.6% | 23.1µM* | -2.0%
- COc1ccc(CCNC(=O)CSc2nc(-c3ccc(F)cc3)cc(C(F)(F)F)n2)cc1OC
 : -0.6% | 18.4µM* | 4.4%
- C=CCC(C=C)[N+]1(CC(=O)OC)CCCCC1 (stereo unspecified)
 : -0.4% | 2.1% | -12.2%
- Cc1cc(NC(=O)COC(=O)CCS(=O)(=O)c2ccc(C)c(C)c2)no1
 : -3.7% | -10.0% | 1.1%
- Fc1ccccc1CSc1nnc(-c2cccnc2)o1
 : -3.5% | -8.1% | -5.2%
- Cc1ccc2[nH]c(C(=O)Nc3ccccc3)cc2c1
 : -7.7% | ? | 1.9%
- COC(=O)Nc1ccc(SCC(=O)c2ccccc2)cc1
 : -3.1% | -28.3% | -12.0%
- CC(C)NC(=O)N(C)C[C@H]1Oc2c(NC(=O)Cc3ccccc3)cccc2C(=O)N([C@H](C)CO)C[C@@H]1C
 : 2.0% | -12.9% | 11.6%

Each structure is followed by: GCN5L2 inh | DT40 TDP1 CPT | FEN1 inh
- CCCCNC(=O)NS(=O)(=O)c1ccc(NC(=O)CCC(=O)c2cccs2)cc1
 : 3.6% | 28.5% | -3.2%
- c1cc2c(cc1C1=NNC(=NC3CC3)SC1)OCCO2
 : -6.9% | 20.6µM* | 14.0%
- O=S(Cc1ccccc1)Cc1ccccc1
 : nt | 7.4% | 2.1%
- Cc1ccccc1N(CC(=O)Nc1ccccc1C(=O)O)S(C)(=O)=O
 : -4.5% | 19.9% | 1.3%
- COc1ccccc1CNc1ccc(-c2nc(-c3cccc(C)c3)no2)cc1[N+](=O)[O-]
 : -3.5% | -0.8% | -0.5%
- CCCCCC(=O)NC(=S)Nc1ccc(NC(=O)c2ccco2)cc1
 : -0.1% | -25.7% | -16.9%
- Cc1ccc(-c2csc(/C=C3/SC(C)C(=O)N3CC(=O)Nc3ccccc3F)n2)cc1 (stereo unspecified)
 : nt | -18.1% | -5.4%
- COc1ccc(/C=C/C(=O)OCC(=O)NCc2ccco2)c(OC)c1
 : -3.0% | -16.2% | -5.7%
- COc1ccc(-c2nnc(NC(=O)C(C)C)s2)c(OC)c1
 : -9.6% | -5.5% | 22.1%

Assay outcomes: PubChem, National Center for Advancing Translational Sciences (NCATS)
